Compound activity as filed in PubChem BioAssay.
TDP1 cell noCPT = qHTS for Inhibitors of human tyrosyl-DNA phosphodiesterase 1 (TDP1): qHTS in cells in absence of CPT | Potency, µM (titrated, usually from 46.2 µM), inactives show at the highest dose activity change, negative = growth inhibition, usual class: inhibitors | AID 686978, 2013 | hit rate 15% among 420,000 | DT40 Tdp1-/- hTDP1 cells, no CPT, ATP luminescence, 48 h; also: nearly all actives have a fitted effect of over 55% in size
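A cellular qHTS used chicken DT40 cells lacking endogenous Tdp1 but carrying stably transfected human TDP1. Compounds were applied without camptothecin, and cell growth kinetics were judged by ATP-dependent luminescence after ≥48 hr.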
TDP1 inh = qHTS Assay for Inhibitors of Tyrosyl-DNA Phosphodiesterase (TDP1); recombinant TDP1, AlphaScreen DNA substrate cleavage; hit rate 0.28% among 350,000; Tyrosyl-DNA phosphodiesterase 1 (Homo sapiens), Q9NUW8; Potency, µM (titrated, usually from 130 µM), without a hit: at the highest dose activity change, negative = inhibition, hits mostly inhibitors; also: nearly all actives have a fitted effect of over 40% in size
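Recombinant E. coli-expressed Tdp1 (1 nM) preincubated with compound 15 min at RT, then 5'-biotin/3'-phosphotyrosine-FITC DNA substrate (15 nM) added for 5 min. AlphaScreen beads (10 ug/ml) added, 10 min RT; tyrosine-FITC cleavage read as signal loss.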
GCN5L2 inh = qHTS Assay for Inhibitors of GCN5L2. GCN5L2 HAT assay, ThioGlo1 CoA-SH fluorescence. Potency, µM (doses to about 58.9 µM), without a hit: top-dose activity change, negative = inhibition, most hits filed as inhibitors. hit rate 0.21% among 390,000
Target sequence (Q92830 whole entry, looked up): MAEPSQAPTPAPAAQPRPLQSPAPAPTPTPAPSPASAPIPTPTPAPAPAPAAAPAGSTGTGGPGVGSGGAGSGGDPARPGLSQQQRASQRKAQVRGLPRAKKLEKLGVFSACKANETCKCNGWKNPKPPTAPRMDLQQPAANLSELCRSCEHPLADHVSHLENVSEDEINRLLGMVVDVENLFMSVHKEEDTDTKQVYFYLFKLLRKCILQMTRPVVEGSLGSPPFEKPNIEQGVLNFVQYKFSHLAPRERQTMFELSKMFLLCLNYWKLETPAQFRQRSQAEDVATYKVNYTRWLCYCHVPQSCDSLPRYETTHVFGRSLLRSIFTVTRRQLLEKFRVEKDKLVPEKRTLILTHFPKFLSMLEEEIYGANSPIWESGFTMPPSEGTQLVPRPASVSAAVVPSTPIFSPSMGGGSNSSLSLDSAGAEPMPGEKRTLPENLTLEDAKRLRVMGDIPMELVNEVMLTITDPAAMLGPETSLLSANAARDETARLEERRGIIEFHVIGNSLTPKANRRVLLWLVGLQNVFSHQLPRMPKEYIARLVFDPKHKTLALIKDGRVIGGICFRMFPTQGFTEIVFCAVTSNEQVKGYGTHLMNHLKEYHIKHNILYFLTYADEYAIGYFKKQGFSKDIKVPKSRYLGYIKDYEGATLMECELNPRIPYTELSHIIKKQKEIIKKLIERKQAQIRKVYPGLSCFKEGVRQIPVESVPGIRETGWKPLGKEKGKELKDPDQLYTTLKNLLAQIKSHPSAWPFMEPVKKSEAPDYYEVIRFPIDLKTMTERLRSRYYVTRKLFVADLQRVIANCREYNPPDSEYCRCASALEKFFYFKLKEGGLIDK
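GCN5L2 (20 nM) in 50mM HEPES pH 7.5, 0.1mM EDTA, 0.01% Tween-20 preincubated 15 min with compounds at room temperature. Reaction started with H3(1-25) 75uM, acetyl-CoA 70uM, ThioGlo1 50uM; CoA-thiol fluorescence (Ex340/Em540) read at 0 and 20 min.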
The depositor's hits bear a star; ? = inconclusive; . = not tested or not shown; [ ] = remark or other dose. Calls follow the shape of the dose curve; as a rule, active = well fitted curve in the direction sought with a large enough effect; inconclusive = small, poorly fitted or top-dose-only effect, or another doubt; inactive = no such curve, though single readings can be large; an effect the other way counts as inactive or inconclusive. % is scaled to controls: 0 for no effect and ±100 for the full control effect; potency is read from the fitted curve at half-maximal effect. An excerpt; rates above refer to the full screens.

Second line of a record – TDP1 cell noCPT, TDP1 inh, GCN5L2 inh
- COc1ccc(C(OCC(O)CN2CCC(O)CC2)c2ccc(OC)cc2)cc1 (centres undefined)
  -5%, 1%, -3%
- CC(=O)c1ccc(NC(=O)c2sc3nc(C)c(C)c(C)c3c2N)cc1
  10%, 2%, -8%
- COCCn1c(=O)c(-c2cccc(C#N)c2)nc2cnc(N3CCNCC3)nc21
  ?, ., ?
- IC(I)I
  ?, ., ?
- Cc1ccc(-c2csc(N(Cc3ccco3)C(=O)c3cccs3)n2)cc1
  ?, 1%, -9%
- CCC(=O)N1CCc2cc(S(=O)(=O)NCCC(=O)NC3CCCCCC3)ccc21
  -26%, 3%, -2%
- COCc1cc(=O)oc2cc(NC(=O)c3ccc(C(C)(C)C)cc3)ccc12
  15µM*, ., 3%
- Cc1cc(-c2ccc(C)c(S(=O)(=O)Nc3ccccn3)c2)on1
  -19%, 3%, 1%
- [N-]=[N+]=CC(=O)CNC(=O)[C@@H](Cc1ccccc1)N1C(=O)c2ccccc2C1=O
  -23%, -6%, -4%
- COc1ccccc1N(CC(=O)NC(C)C)S(=O)(=O)c1cccs1
  ?, 4%, 0%
- Cc1ccc(C(C)(C)NC(=O)C2CCC(=O)N(CCCN3CCOCC3)C2)cc1 (centres undefined)
  13%, 3%, 3%
- Cc1noc(N)c1C1(O)C(=O)N(C(C)C)c2ccccc21 (centres undefined)
  -3%, 5%, -1%
- CCCCN(C(=O)CSc1nnc2ccccn12)c1c(N)n(Cc2ccccc2)c(=O)[nH]c1=O
  -6%, -3%, 0%
- CCCCOC(=O)Cn1c(=O)c2c(nc(Br)n2Cc2ccccc2)n(C)c1=O
  ?, -6%, -7%
- Cc1cc(NC(=O)c2ccc(NC(=O)C3CCCO3)cc2)ccc1Br (centres undefined)
  23µM*, 0%, 0%
- CC(C)CCn1c(=O)c2ccccc2n2c(CN3CCOCC3)nnc12
  -27%, 5%, 1%
- CC(C)Cc1nnc(NC(=O)c2ccc3c(c2)NC(=O)C(C)S3)s1 (centres undefined)
  ?, -7%, -3%
- O=C(c1cc(Cl)ccc1Cl)N1CCN(c2ccccn2)CC1
  -11%, 5%, -4%
- O=C1CSC2(CCCCC2)N1CCO
  -8%, 6%, -2%
- Cc1ccc(/C=C2/Sc3ccc(C(=O)N4CCN(C)CC4)cc3NC2=O)cc1
  ?, 7%, -3%

Looked up by structure from the list above (five):
Second line of a record – TDP1 cell noCPT, TDP1 inh, GCN5L2 inh
- COCCn1c(=O)c(-c2cccc(C#N)c2)nc2cnc(N3CCNCC3)nc21
  ?, ., ?
- CCCCOC(=O)Cn1c(=O)c2c(nc(Br)n2Cc2ccccc2)n(C)c1=O
  ?, -6%, -7%
- CC(=O)c1ccc(NC(=O)c2sc3nc(C)c(C)c(C)c3c2N)cc1
  10%, 2%, -8%
- CCC(=O)N1CCc2cc(S(=O)(=O)NCCC(=O)NC3CCCCCC3)ccc21
  -26%, 3%, -2%
- O=C1CSC2(CCCCC2)N1CCO
  -8%, 6%, -2%

(more compounds)
Second line of a record – TDP1 cell noCPT, TDP1 inh, GCN5L2 inh
- Cc1ccc(OCC(=O)Nc2ccc3c(c2)OCO3)cc1C
  26µM*, 0%, -3%
- Cc1ccccc1-n1c(=O)cc(NCC2CCCO2)[nH]c1=O (centres undefined)
  -1%, -1%, -4%
- CCOC(=O)c1c(-c2ccc(C)cc2)csc1NC(=O)C1CC=CCC1C(=O)O (centres undefined)
  -24%, ?, -30%
- COc1ccc(NC(=O)CN(C)Cc2c(F)cccc2Cl)cc1S(=O)(=O)N1CCCCC1
  2%, -3%, -11%
- O=C(NCCc1ccccc1)c1nc(-c2cccs2)no1
  -10%, 0%, -1%
- CS(=O)(=O)N1CCSC1c1ccc(Br)cc1 (centres undefined)
  15%, 1%, -1%
- Cc1ccc(-n2cc3ccc([N+](=O)[O-])cc3n2)cc1
  16µM*, -3%, -6%
- CCn1c(C)nc2cc(C(=O)NNS(=O)(=O)c3cc(Br)ccc3Br)ccc21
  20%, 1%, -4%
- Cc1c(O)c(S(=O)c2ccccc2)c(=O)n(-c2ccccc2)c1-c1ccccc1 (centres undefined)
  -3%, 5%, -3%
- CC(C)CC(=O)n1nc(-c2ccco2)nc1NCc1ccc(Cl)cc1
  -23%, -1%, -3%
- CCc1noc(-c2ccc(N3CCCCC3)c([N+](=O)[O-])c2)n1
  5%, 11%, -1%
- CC(CCC(=O)O)C1CCC2C3CC(O)[C@@H]4CC(O)CC[C@]4(C)C3CC[C@@]12C (some centres undefined)
  -9%, 5%[56.1 µM], -19%
- Cc1ccc(S(=O)(=O)N2CCCCC2)cc1C(=O)OC(C)C(=O)NCC1CCCCC1 (centres undefined)
  18µM*, ., -2%
- CCn1cc(Br)c(C(=O)Nc2sc3c(c2C(N)=O)CCCC3)n1
  -3%, 6%, 2%
- Clc1cnc(N/N=C/c2ccncc2)c(Cl)c1
  ?, 1%, -8%
- COc1ccc(CC(N)C(=O)NC2C(O)[C@H](n3cnc4c(N(C)C)ncnc43)O[C@@H]2CO)cc1 (some centres undefined)
  22µM*, 2%, 5%
- CC(C)=CCC[C@](C)(O[C@@H]1O[C@H](CO[C@@H]2OC[C@@H](O)[C@H](O)[C@H]2O)[C@@H](O)[C@H](O)[C@H]1O)C1CC[C@]2(C)C1[C@H](O)CC1[C@@]3(C)CC[C@H](O[C@@H]4O[C@H](CO)[C@@H](O)[C@H](O)[C@H]4O)C(C)(C)C3CC[C@]12C (some centres undefined)
  -22%, 2%, -2%
- Fc1ccc(N2CCN(Cc3cnc(Oc4ccc(Br)cc4)s3)CC2)cc1
  -18%, 9%, 0%
- O=C(NCCc1ccccc1)c1ccc(NC(=O)c2cccnc2)cc1
  ?, ., -4%
- Cc1ccc(-c2cc(C(F)(F)F)n3ncc(C(=O)NCc4ccco4)c3n2)cc1
  ?, 8%, -4%

Continuation.
Second line of a record – TDP1 cell noCPT, TDP1 inh, GCN5L2 inh
- CC(C)CC(NC(=O)C(CO)NC(=O)C1CCC(=O)N1)C(N)=O (centres undefined)
  7%, 0%, -8%
- Cc1cc(OCC(=O)NCCc2nc3ccccc3[nH]2)cc(C)c1Cl
  12µM*, 5%[2.28 µM], 0%
- Cc1ccc(S(=O)(=O)N[C@H](C(=O)NCC2CCC(C(=O)O)CC2)C(C)C)cc1 (some centres undefined)
  1%, ., -17%
- Oc1ccc(-c2csc(Nc3ncccn3)n2)c(O)c1
  -14%, -3%, -1%
- CCCC(=O)C1=C(O)C(C(=O)OC)C(C)(C)CC1=NC (centres undefined)
  -22%, 2%, -9%
- CCN(CC)C(=O)CSc1nc(-c2ccccc2)ccc1C#N
  0%, 1%, -2%
- CCN(CC)c1ccc(S(=O)(=O)N2CCOCC2)cc1NC(=O)COC(=O)c1ccco1
  -24%, -1%, 1%
- COc1ccc(NCc2cccn2-c2nnc(N3CCOCC3)s2)cc1OC
  ?, 3%, 5%
- CCN(C(=O)COC(=O)c1cc(=O)[nH]c2ccccc12)C1CCS(=O)(=O)C1 (centres undefined)
  18%, ., -24%
- CCOc1ccc(NC(=O)Cn2c(=O)oc3cc(S(=O)(=O)N4CCC(C)CC4)ccc32)cc1
  8.2µM*, 1%, -2%
- O=C(O)c1ccc2c(c1)C(=O)N(c1cccc(-c3nc4ccccc4s3)c1)C2=O
  -9%, 3%, -2%
- c1ccc(CCCc2nc(-c3cccnc3)no2)cc1
  0%, 0%, 1%
- CCOC(=O)C1=C(O)CSC1=Nc1ccc(Cl)cc1
  -3%, 2%, -1%
- CCOC(=O)C1CCN(C(=O)Cc2cccc3ccccc23)CC1
  -25%, -2%, -8%
- Cc1cc(=O)oc2cc(NC(=O)C(CCCCN)NC(=O)C(CC3CCCCC3)NC(=O)OCC3c4ccccc4-c4ccccc43)ccc12 (centres undefined)
  ., 7%, 1%
- CN1CCN(C(=O)CSc2cc(=O)n(C)c3ccccc23)CC1
  26%, -11%, -4%
- CCC(=O)c1cc2c(C)cc(=O)oc2c(C)c1OC
  -8%, 0%, 2%
- O=C(Nc1cc(=O)[nH]c2nc(-c3ccc(Cl)cc3)nn12)c1ccccc1
  ?, ., -11%
- Cc1nc2ccc(NC(=O)c3c(-c4ccccc4)noc3C)cc2s1
  ?, 3%, -3%
- Cc1ccc(Oc2ccccc2/C=C/C(=O)O)cc1
  -13%, 7%, -25%

The list continues:
Second line of a record – TDP1 cell noCPT, TDP1 inh, GCN5L2 inh
- Cc1ccc(N=Cc2c(O)n(-c3cc(Cl)ccc3N3CCOCC3)c(=O)c3ccccc23)cc1C
  6.5µM*, 7%, -9%
- Cc1cc(OCc2nc(-c3cccnc3)no2)c(C)cc1Br
  -10%, -3%, -4%
- N#Cc1ccc(OCC(=O)NCCc2ccccn2)cc1
  -14%, 2%, -2%[0.501 µM]
- N#CC(=C1Nc2ccccc2N1)S(=O)(=O)c1ccccc1
  ?, 5%, -15%
- CCOC(=O)c1ccc(N2CN=C3SCC(=O)N3C2)cc1
  -12%, 1%, -10%
- CCc1ccc(/C=C2/Sc3ccccc3N(CC(=O)NCCCOC)C2=O)cc1
  ., 4%, -6%
- CCOC(=O)c1ccccc1NC(=O)COC(=O)CC1CCCCC1
  ?, 50µM*, -2%
- OCCn1c(C(F)(F)F)nc2ccccc21
  -15%, 0%, -5%
- CCn1cc(S(=O)(=O)c2ccc(C)cc2)c(=O)c2cc(OC)ccc21
  16%, 3%, -20%
- CCOC(=O)c1nc(C)[nH]c1C(=O)OCC
  -22%, 2%, -5%
- Cc1cc(C)c2c(-c3ccc(-c4ccc(C(F)(F)F)cc4)cc3)cc(=O)oc2c1
  ., -2%, 4%
- CC1=C(C(=O)NC(C)c2ccc3c(c2)OCCO3)C2(CCC(C)CC2)OC1=O (centres undefined)
  ?, 0%, -3%
- O=C(CCCSc1nc2ccccc2[nH]1)NCc1ccccc1
  0%, 4%, -17%
- Oc1ccccc1N1CCN(c2ncccn2)CC1
  1%, 7%, 0%
- Cc1cc(NC(=O)c2cccnc2Cl)ccc1NC(=O)c1cc2ccccc2o1
  10µM*, 1%, -5%
- NC(=O)C1CCN(C(=O)c2ccc3c(=O)n(Cc4ccco4)c(SCc4ccc([N+](=O)[O-])cc4)nc3c2)CC1
  ?, 4%, -5%
- CCc1cccc(NC(=O)CSc2nnc(-c3cc4occc4n3C)n2-c2ccccc2C)c1
  ?, 9%, -5%
- COC(=O)c1cc2sc(Cl)cc2n1Cc1nc(-c2ccccc2)oc1C
  ?, 3%, -10%
- CCCOc1ccc(C(=O)Nc2cc3c(cc2N2CCOCC2)n(C)c(=O)n3C)cc1
  3%, 2%, -5%
- CC(C)CCn1cnc2c(cnn2-c2ccc(F)cc2)c1=O
  -16%, 3%, -5%

Grouped by structure, the compounds so far with a CF3 group.
Second line of a record – TDP1 cell noCPT, TDP1 inh, GCN5L2 inh
- Cc1ccc(-c2cc(C(F)(F)F)n3ncc(C(=O)NCc4ccco4)c3n2)cc1
  ?, 8%, -4%
- OCCn1c(C(F)(F)F)nc2ccccc21
  -15%, 0%, -5%
- Cc1cc(C)c2c(-c3ccc(-c4ccc(C(F)(F)F)cc4)cc3)cc(=O)oc2c1
  ., -2%, 4%

The listing continues.
Second line of a record – TDP1 cell noCPT, TDP1 inh, GCN5L2 inh
- CC(C)=CCC/C(C)=C/C(=O)O
  1%, ., -28%
- Cc1cccc(C)c1OCc1cc(C(=O)N(C)Cc2nc3ccccc3[nH]2)no1
  ?, 5%[56.1 µM], -12%
- C/C(=N\NC(=O)CSc1nnc(C)s1)c1ccc(O)cc1
  4%, 3%, -4%
- Cc1cc(Br)ccc1OCCCCNC(C)(C)C
  21µM*, -3%, -9%
- O=c1[nH]c(SCc2cccc(Cl)c2)nc2[nH]ncc12
  -27%, 0%, -7%
- COCCN(C(=O)Cc1cccs1)C(C(=O)NC1CCCC1)c1cc(OC)c(OC)c(OC)c1 (centres undefined)
  -27%, -3%, -1%
- CC(=O)C1=C(O)C(=O)N(c2nnn(C)n2)C1c1cccs1 (centres undefined)
  6%, -1%, -9%
- COc1ccc(CNC(=O)CN(C(=O)c2ccc(CN3CCOCC3)o2)C2CCCC2)cc1
  -18%, 8%, 3%
- O=C(NC1CCCCC1)c1ccc(S(=O)(=O)N2CCCC2)cc1
  1%, 2%, -3%
- COc1ccc(OC)c(S(=O)(=O)N2Cc3ccccc3CC2C(=O)Nc2nccs2)c1 (centres undefined)
  ?, 12%, ?
- Cn1ncc(C#N)c1NC(=O)C1CC(c2ccccc2Cl)=NO1 (centres undefined)
  -2%, -2%, -24%
